TRPV1 agonist = agonists of human vanilloid receptor 1 (TRPV1). Q8NER1. TRPV1-expressing cells, Fluo-8 calcium influx, agonist mode. activation, % at 8.33 µM. hit rate 0.19% among 320,000. AID 540275; in the data active = activation above about 80%; inconclusive = between about 30% and that limit; also: 0% is about no effect
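Cells expressing TRPV1 were dye-loaded with Fluo-8 and read kinetically: 10 s baseline, 3 min after compound (agonist portion), then 2 min after EC20 capsaicin (allosteric enhancer portion). Calcium-bound dye fluorescence at 480/520 nm.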
Menin-MLL TR inh = displaces Texas Red mutant MLL peptide from human menin; Potency, µM (highest dose often 61.6 µM), for inactives: top-dose FP activity change, negative = inhibition, hits mostly inhibitors; Menin + Texas Red MLL mutant peptide, fluorescence polarization; AID 1768; hit rate 0.23% among 270,000; O00255; active = well fitted inhibition curve with a large enough effect in the polarisation, with a control signal flat, not every such curve was filed as active; inconclusive = small, poorly fitted or top-dose-only effect, or effect the other way, or a change in a side signal; inactive = no such curve, though single readings can be large or run the other way; the % refers to the polarisation; also: potency is read from the fitted curve at half-maximal effect; % of control where 0% means no effect; many of its hits are not listed in these tables
Coupling enz = coupling enzyme interference in Giardia aldolase counter-screen. coupling enzyme system counterscreen, AmpLite Red fluorescence. activity change, negative = inhibition, % at 58.2 µM, hits read low. hit rate 0.67% among 290,000; in the data active = activity change below about -30%; also: % is scaled to controls: 0 for no effect and ±100 for the full control effect
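Counterscreen lacking aldolase: glyceraldehyde-3-phosphate coupling-enzyme reagent preincubated 10 min at RT with compound (at 57.5 uM final), then substrate/coupling system with AmpLite Red added; fluorescence read at 525/598 nm after 20 min RT.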
hERG WT inh = blocks the wildtype human KCNH2 potassium channel | U2OS, BacMam KCNH2, thallium flux FluxOr; active compounds read low | Q12809 | activity change, % at 1.84 µM | hit rate 0.37% among 340,000 | AID 720551;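 active = maximum activity change below -70%; inconclusive = maximum activity change between -70% and -50%; inactive = maximum activity change above -50%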; also: % is scaled to controls: 0 for no effect and ±100 for the full control effect
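U2OS cells transduced with wild-type KCNH2 virus are loaded with FluxOr dye for 45 min, and thallium flux is measured in kinetic reads before and after stimulation buffer. Rate constants are normalized to DMSO controls.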
CXXC DNA block = blocks binding of human MLL CXXC domain to DNA. Q03164. MLL-CXXC / FITC-HOXA9 DNA fluorescence polarization. Potency, µM (top dose mostly 115 µM), without a hit: at the highest dose activity change, negative = inhibition, usual class: inhibitors. hit rate 0.037% among 290,000; active = well fitted inhibition curve with a large enough effect in the polarisation, with a control signal flat, not every such curve was filed as active; inconclusive = small, poorly fitted or top-dose-only effect, or effect the other way, or a change in a side signal; inactive = no such curve, though single readings can be large or run the other way; the % refers to the polarisation; also: potency is read from the fitted curve at half-maximal effect
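Purified MLL-CXXC (added from a 7 uM solution) was preincubated 5 min at ambient with pinned compounds in 50 mM Tris-HCl pH 7.5, 50 mM NaCl, 1 mM DTT, 0.05% BSA. Fluorescein-labeled HOX-A9 DNA (50 nM solution) followed, 30 min, then polarization read.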
B2AR arrestin = beta2AR (human) beta-arrestin recruitment activity; P07550; Potency, µM (titrated, usually from 46.1 µM), for inactives: at the top dose activation, hits mostly activators; beta-arrestin recruitment to beta2AR, cell-based reporter; hit rate 0.02% among 330,000;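 also: potency is read from the fitted curve at half-maximal effect; 0% = DMSO controls and full agonism = EC100 isoproterenol or metaproterenol; nearly all actives have a fitted effect of over 65% in size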
Target sequence (P07550 whole entry, looked up): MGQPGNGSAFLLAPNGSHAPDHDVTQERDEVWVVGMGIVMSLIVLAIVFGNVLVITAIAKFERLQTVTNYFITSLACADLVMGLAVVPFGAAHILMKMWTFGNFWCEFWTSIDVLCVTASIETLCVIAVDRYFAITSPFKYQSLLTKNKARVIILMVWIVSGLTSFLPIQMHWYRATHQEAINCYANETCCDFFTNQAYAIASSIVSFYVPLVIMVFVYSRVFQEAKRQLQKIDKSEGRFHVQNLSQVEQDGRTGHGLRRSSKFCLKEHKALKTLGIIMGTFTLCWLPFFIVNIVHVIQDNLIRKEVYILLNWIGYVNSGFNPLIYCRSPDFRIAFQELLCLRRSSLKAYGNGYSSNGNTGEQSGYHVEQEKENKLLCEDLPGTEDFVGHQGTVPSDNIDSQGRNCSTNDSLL
USP2a block = inhibitors of human ubiquitin-specific protease USP2a | USP2 core, Ub-CHOP2 coupled fluorogenic reporter, 485/531 | Potency, µM (series often up to 38.3 µM), without a hit: top-dose activity change, negative = inhibition, most hits filed as inhibitors | hit rate 0.01% among 330,000;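 also: potency is read from the fitted curve at half-maximal effect; plate controls were DMSO wells for no effect and full inhibition by NEM control for full effect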
Target sequence (O75604 whole entry, looked up): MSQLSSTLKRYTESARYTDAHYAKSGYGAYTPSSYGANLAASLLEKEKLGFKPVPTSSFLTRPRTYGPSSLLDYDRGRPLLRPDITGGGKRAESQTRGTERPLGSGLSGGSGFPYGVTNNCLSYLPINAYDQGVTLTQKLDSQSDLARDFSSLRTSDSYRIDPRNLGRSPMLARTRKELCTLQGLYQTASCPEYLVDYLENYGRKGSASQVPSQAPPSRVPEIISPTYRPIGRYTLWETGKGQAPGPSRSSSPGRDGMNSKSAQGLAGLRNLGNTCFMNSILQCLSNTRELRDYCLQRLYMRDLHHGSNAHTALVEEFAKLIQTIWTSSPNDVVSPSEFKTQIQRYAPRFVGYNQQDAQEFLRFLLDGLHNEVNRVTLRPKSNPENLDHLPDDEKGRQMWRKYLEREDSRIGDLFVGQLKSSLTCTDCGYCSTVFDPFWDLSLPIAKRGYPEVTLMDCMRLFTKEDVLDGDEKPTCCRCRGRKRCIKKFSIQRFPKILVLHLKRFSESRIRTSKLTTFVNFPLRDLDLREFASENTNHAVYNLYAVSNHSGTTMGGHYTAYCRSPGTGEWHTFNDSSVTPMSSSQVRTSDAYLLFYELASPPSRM
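Cell-free coupled assay: 10nM USP2 core preincubated 30min RT with compound in Tris-HCl pH 8.0/CaCl2/CHAPS buffer, then 25nM Ub-CHOP2 and 25nM reporter substrate; fluorescence (Ex 485/Em 531) read after 60min RT, normalized to NEM inhibition, concentration-response curves fitted.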
KCNH2 3.1 inh = blocks the human KCNH2 3.1 channel isoform. hit rate 0.95% among 340,000. AID 720553. activity change, % (tested at about 1.8 µM). U2OS KCNH2 3.1, thallium flux FluxOr; active compounds read low;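 active = maximum activity change below -70%; inconclusive = maximum activity change from -70% to -50%; inactive = maximum activity change above -50%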;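 also: thallium influx rate constant from kinetic fluorescence after stimulation buffer; % is scaled to controls: 0 for no effect and ±100 for the full control effect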
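Steps: virus added to U2OS suspension (4 h, RT, dark); medium with 10% FBS added, cells plated, 37 C overnight; FluxOr/Red40 loading buffer 45 min RT; stimulation buffer, 2 min kinetic read; rate constant normalized.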
Giardia killer = kills Giardia lamblia; Giardia lamblia trophozoite viability; activity change, % at 7.66 µM, hits read low; hit rate 0.15% among 340,000; AID 540267; in the data active = activity change below about -80%; inconclusive = between about -30% and that limit;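 also: parasites exposed to compound for two days anaerobically before the ATP read; % is scaled to controls: 0 for no effect and ±100 for the full control effect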
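Luminescent ATP signal served as the viability read-out, measured 15-30 min after adding ATP detection reagent to trophozoites that had been incubated with compounds for 48 hrs at 37 deg C anaerobically at 100 cells/well.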
GALK inh = blocks human galactokinase activity; P51570; Purified GALK, Kinase-Glo residual ATP luminescence; Potency, µM (series often up to 57.5 µM), without a hit: at the top dose activity change, negative = inhibition, most hits filed as inhibitors; hit rate 0.007% among 270,000; AID 1868; also: potency is read from the fitted curve at half-maximal effect; % is scaled to controls: 0 for no effect and ±100 for the full control effect
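Quantitative HTS: GALK 5 nM, ATP 35 uM, galactose 100 uM, 1 h room temperature, then luciferase-based ATP detection.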
PKM2 act = activators of human pyruvate kinase M2; P14618; purified PKM2, Kinase-Glo ATP luminescence, activation; response scale: 0% is enzyme alone, no compound; Potency, µM (top dose mostly 57.5 µM), without a hit: at the top dose activation, usual class: activators; hit rate 0.34% among 260,000; AID 1631; also: potency is read from the fitted curve at half-maximal effect; % is scaled to controls: 0 for no effect and ±100 for the full control effect; nearly all actives have a fitted effect of over 55% in size
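Kinase-Glo luminescence reports ATP generated from ADP (0.1 mM) and PEP (0.5 mM) by purified hPK-M2 after 1 h at room temperature, pH 7.2 imidazole buffer; intermediate enzyme activity allows detecting inhibitors and activators.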
The depositor's hits bear a star; i = inactive; ? = inconclusive; nt = no result given; & = joins results of further samples; [ ] = dose if it differs, or a comment. Unless noted, calls follow the shape of the dose curve; as a rule, active = well fitted curve in the direction sought with a large enough effect; inconclusive = small, poorly fitted or top-dose-only effect, or another doubt; inactive = no such curve, though single readings can be large; an effect the other way counts as inactive or inconclusive. Only part of the results is shown; count on the stated rates, not on these rows.

smiles	KCNH2 3.1 inh	TRPV1 agonist	B2AR arrestin	Menin-MLL TR inh	PKM2 act	CXXC DNA block	Coupling enz	USP2a block	GALK inh	Giardia killer	hERG WT inh
CSCCC(NC(=O)c1ccccc1Cl)C(=O)N(C)CC(=O)Nc1ccc(N2CCOCC2)cc1 (stereo unspecified)	-20	0	-0.4%	nt	nt	nt	nt	-1%	nt	3	3
COc1ccc(OC)c(CN2CCN(C(=O)c3cccs3)CC2)c1	23	2	0.0%	-7%	3%	-4%	-1	-1%	3%	1	26
Cc1cccc(C)c1OCc1cc(C(=O)N2CCC(c3ccccc3)CC2)no1	15	?	0.1%	nt	-1%	32%[activator]	nt	-6%	4%	16	1
C=CCn1c(SCC(=O)N2CCN(c3ccccc3)CC2)nnc1-c1ccco1	33	-8	0.2%	-5%	-6%	17%	-1	-1%	-1%	-6	-1
CCCCN1C(=O)C2(NNc3ccccc3O2)c2ccccc21 (stereo unspecified)	-14	?	-0.9%	?	-7%	-2%	-13	0%	-2%	-15	6
O=C(CSc1n[nH]c(=O)[nH]c1=O)N/N=C/C=C\c1ccccc1	1	14	-0.2%	?	-14%	?	8	-5%	6%	-9	1
Cc1ccc(C)c(N(CC(=O)NCC2CCCO2)C(=O)CCC(=O)Nc2nccs2)c1 (stereo unspecified)	23	1	-0.9%	-13%	-6%	-6%	-1	1%	-1%	14	-5
Cc1ccc(OCC(O)CN2CCN(Cc3ccc4c(c3)OCO4)CC2)c(C)c1 (stereo unspecified)	?	0	0.1%	-5%	-5%	-1%	0	4%	3%	4&1	3&49
O=C(NCCCn1ncc2ccccc21)c1cc(COc2c(F)cccc2F)on1	-2	19	0.1%	-18%	6%	2%	-2	8%	-1%	4	8
CSCCC(NC(=O)c1cc(CC(C)C)oc1C)C(=O)O (stereo unspecified)	2	-1	-0.9%	2%	2%	3%	2	4%	21%	7	12
Nc1c(C(=O)N2CCOCC2)sc(=S)n1-c1ccccc1	11	4	-0.2%	-2%	-1%	-1%	1	-1%	6%	6	3
Cc1cc(C)c(C)c(OCC(=O)O/N=C(\N)c2ccncc2)c1	17	19	-0.1%	-9%	nt	-6%	0	-7%	6%	-2	2
Cc1cc(NC(=O)/C=C/C(=O)N(CC(=O)NC2CCCC2)c2ccc(F)cc2)no1	-9	0	0.1%	-4%	0%	-2%	-4	-1%	-1%	-7	1
CC(=O)NCCNC(=O)c1ccc2c(c1)S(=O)(=O)c1ccccc1C2=O	0	2	0.1%	4%	nt	7%	0	0%	1%	-10	-3
CCc1nnc(NC(=S)Nc2ccccc2)s1	9	4	?	-13%	-7%	-1%	1	0%	0%	-7	4
CCCCCCSc1ccc(-c2nc3ccccn3c2NCCCC)cc1	-11	?	0.0%	nt	nt	nt	nt	-8%	nt	23	4
O=C(NCc1ccc(Cl)cc1)C1CCCO1 (stereo unspecified)	13	3	0.0%	-14%	3%	17%	-1	0%	7%	10	11
CCc1c(O)nc(SCC(=O)c2ccccc2)n(-c2ccccc2)c1=O	17	0	-0.8%	nt	4%	-5%	3	12%	0%	13	1
CC1CCN(C(=O)c2cccc(S(=O)(=O)N3CCCc4ccccc43)c2)CC1	-1	30	-0.2%	nt	nt	nt	nt	0%	nt	15	-2
Cc1nn2c(=O)cc(CSCC(=O)Nc3ccccc3F)nc2s1	-142*	-2	-0.4%	nt	nt	12%	nt	1%	0%	26	-17
COc1cccc(Oc2ccc(N)cc2)c1	10	-1	-0.2%	-1%	-1%	2%	0	-2%	4%	-7	-2
CCOc1ncccc1C(=O)OC(C)C(=O)Nc1ccc(CC)cc1 (stereo unspecified)	1	11	0.0%	17%	-3%	0%	0	13%	-4%	-10	-7
Cc1sc2nc(CSC(C)C(=O)Nc3ccc(C(N)=O)cc3)[nH]c(=O)c2c1C (stereo unspecified)	11	3	-0.4%	nt	nt	nt	nt	2%	nt	-18	-20
CC1CCCCC12NC(=O)N(CC(=O)Nc1ccc(OC(F)F)cc1)C2=O (stereo unspecified)	-26	nt	-0.1%	nt	nt	nt	nt	3%	nt	-15	-10
Cc1nn(C(=O)C(C)N2C(=O)c3ccccc3C2=O)c(C)c1Br (stereo unspecified)	12	4	0.0%	5%	-3%	7%	1	-2%	3%	-9	-8
NC(=O)c1cc(S(=O)(=O)NCc2cccs2)cs1	-70*	4	-0.9%	5%	nt	12%	2	2%	8%	?	-13
Cc1ccc(C)c(NC(=S)N2CCC(NC(=O)c3ccco3)CC2)c1	12	0	-0.3%	-1%	-7%	1%	-1	2%	1%	2	-1
c1ccc(CSc2snnc2-c2ccccc2)cc1	-21	8	0.5%	2%	-1%	-2%	1	1%	1%	-3	2
COc1cc(C(=O)Nc2nnc(C3=COCCO3)o2)cc(OC)c1OC	nt	-1	-0.9%	nt	-13%	8%	nt	2%	-3%	10	5
O=C(C1CC2CCC1C2)N1CCN(Cc2ccc3c(c2)OCO3)CC1 (stereo unspecified)	3	13	-0.3%	-7%	0%	-1%	0	-1%	-1%	-12	5
Cc1csc2c(=O)sc(NC(=O)c3ccc(F)cc3Cl)nc12	3	2	-0.6%	nt	4%	11%	4	-2%	nt	-14	2
COc1ccc(-c2nc3ncccc3o2)cc1NC(=O)c1cccs1	5	-1	0.0%	-25%	0%	5%	0	2%	-3%	-13	3
Cc1ccc2c(CC(=O)OCC(=O)N(CC(C)C)c3c(N)n(Cc4ccccc4)c(=O)[nH]c3=O)coc2c1	-3	2	0.3%	nt	nt	nt	nt	1%	nt	-3	-5
COCC(=O)Nc1ccccc1NC(C)=O	1	4	-1.2%	-1%	-1%	3%	-1	-3%	-2%	6	2
O=C1CC(C(=O)Nc2ccccc2)N=C(N2CCCCC2)N1 (stereo unspecified)	6	2	-0.1%	-19%	0%	-1%	2	3%	0%	1	11
C(=N\n1cnnc1)/c1ccc(N2CCOCC2)cc1	19	0	3.2%	12%	-1%	1%	2	2%	10%	-4	10
Cn1c(CSCc2ccccc2)nnc1SCC(=O)Nc1nccs1	-8	-1	-0.3%	1%	6%	-1%	0	2%	1%	-14	3
COc1ccc(CN2CCSCC2)cc1C	-8	4	-0.2%	-1%	2%	-3%	1	0%	1%	-2	0
N/C(=N\OC(=O)c1cccnc1)c1ccc(Cl)cc1Cl	9	2	0.0%	0%	10%	-4%	-2	0%	3%	13	i
Cc1ccc(N(CC(=O)N2CCN(c3ccc(F)cc3)CC2)S(=O)(=O)c2c(C)noc2C)cc1	-13	5	-0.8%	-21%	9%	-6%	1	1%	11%	-10	5
CCOc1ccccc1C(=O)NC(C(=O)NCCc1ccccn1)C(C)C (stereo unspecified)	2	nt	0.1%	nt	nt	nt	nt	3%	nt	23	-2
CCc1ccc(N2C(=O)CN(Cc3sccc3C)C2=S)cc1	-3	22	0.2%	7%	1%	-2%	0	-1%	-1%	-2	-15
CCOC(=O)CSc1nccc(N(C)C)c1C#N	-1	-3	-0.3%	-1%	2%	-11%	-1	-3%	2%	16	1
O=C(Nc1cccc(Cl)c1)Nc1ccc(Cl)cn1	11	-1	-0.3%	?	7%	-2%	2	-3%	2%	10	3
COC(=O)c1cc(Br)c(=O)n(CCC2=CCCCC2)c1	9	25	0.0%	-1%	-1%	-1%	1	1%	1%	1	-1
CCn1cnc2sc(-c3ccccc3)cc2c1=O	3	1	0.0%	1%	0%	-9%	0	4%	-3%	2	31
COc1ccc(CC(=O)N2CCCc3ccccc32)cc1OC	8	6	-0.2%	-3%	5%	-1%	1	-1%	-1%	-15	1
CC(C)(C)c1cc(NC(=O)COC(=O)c2ccc(O)cc2O)n(-c2ccccc2)n1	6	5	-0.4%	nt	nt	nt	nt	2%	nt	22	-10
COc1ccc(-n2nc(C(=O)NCC(=O)NCCCN3CCOCC3)c3ccccc3c2=O)cc1Cl	2	0	-0.9%	nt	nt	-5%	1	-5%	4%	-6	0
O=C(c1ccccc1)N1CCN(C(=O)c2cccnc2)CC1	12	-1	-0.5%	7%	-3%[11.5 µM]	14%	4	0%	-4%	12	3
CC(=O)Nc1cc(C(F)(F)F)ccc1N1CCOCC1	3	-1	nt	-3%	0%	-6%	2	nt	0%	9	9
CC(C)c1ccc(/C=C/C(=O)O)cc1	-6	-7	0.1%	8%	-6%	5%	8	8%	-1%	-19	-10
COc1ccc(OCC(O)CNC(=O)Nc2ccccc2)cc1 (stereo unspecified)	-1	nt	-1.2%	nt	-10%	1%	0	-5%	1%	19	0
